# Screens deposited in PubChem BioAssay by National Center for Advancing Translational Sciences (NCATS).
# EPAC2 ag: agonists of human EPAC2 (RAPGEF4). 0.079% of 360,000 active. Potency, µM (doses to about 154 µM), for inactives: at the top dose activation, actives largely listed as activators. EPAC2 activation, biochemical qHTS; response scale: 100% = 6.5 mM cAMP response; note: potency is the fitted concentration of half-maximal effect; nearly all actives have a fitted effect of over 50% in size
#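 In this primary screen, activation is scored as increased exchange of BODIPY-GDP from Rap1B by 100 nM EPAC2, with 50 uM GDP as competitor. Signal is normalized to the 6.5 mM cAMP agonist control.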
# Abeta rescue: compounds reversing amyloid beta toxicity in yeast. yeast expressing A-beta42, growth rescue, OD600, 48 h; response scale: 0% DMSO, 100% iron-clioquinol control. Potency, µM (highest dose often 46.1 µM), inactives show at the highest dose growth rescue, hits mostly activators. 0.063% of 410,000 active; note: potency is the fitted concentration of half-maximal effect; nearly all actives have a fitted effect of over 55% in size
#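 Growth rescue measured by 600 nm absorbance after 48 h yeast culture at 30 C with compound. Values normalized between DMSO and an equimolar ferric chloride plus clioquinol control.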
# DRD3 antagonist: blocks the human D3 dopamine receptor | D3R cells, DiscoveRx beta-arrestin luminescence, antagonist mode; stronger effect = lower value | max response, negative = inhibition, % | 2.5% of 360,000 active | AID 652054; in the data active = max response below about -50%; inconclusive = no clear call, values can overlap the other calls; note: % is set by controls: 0 for no effect and ±100 for the full control effect; mostly tested at two doses, the higher about 12 µM
# Target sequence (P35462 whole entry, looked up): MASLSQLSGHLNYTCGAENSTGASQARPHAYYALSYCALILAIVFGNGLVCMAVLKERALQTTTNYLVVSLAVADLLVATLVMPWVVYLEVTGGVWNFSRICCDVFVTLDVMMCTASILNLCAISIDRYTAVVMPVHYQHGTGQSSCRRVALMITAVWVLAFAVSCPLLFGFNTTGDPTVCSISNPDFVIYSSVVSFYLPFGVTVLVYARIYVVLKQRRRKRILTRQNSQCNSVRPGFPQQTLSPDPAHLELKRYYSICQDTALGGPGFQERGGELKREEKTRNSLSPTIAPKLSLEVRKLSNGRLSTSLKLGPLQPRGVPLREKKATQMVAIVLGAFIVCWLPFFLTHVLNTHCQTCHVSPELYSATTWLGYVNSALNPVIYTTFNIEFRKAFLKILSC
#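 Cells plated overnight at 1500 cells/well, then exposed to library compounds with dopamine controls for 90 minutes at 37 degrees C. DiscoveRx reagent added for 30–60 minutes at room temperature; luminescence read, quantitative HTS format.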
# DRD3 agonist: activates the human D3 dopamine receptor; D3R DiscoveRx beta-arrestin cells, luminescence, 90 min; max activation, %; 0.58% of 410,000 active; AID 652048; in the data active = max activation above about 30%; note: 0% is about no effect; mostly tested at two doses, the higher about 12 µM
#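 Cells at 1500/well, incubated overnight, then treated with pinned compounds (dopamine as control) for 90 min at 37 degrees C. DiscoveRx reagent added for 30 - 60 minutes at room temperature; luminescence read.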
# aSyn yeast inh: alpha-synuclein toxicity inhibition in yeast; Yeast expressing alpha-synuclein, growth rescue, BacTiter-Glo, 24 h; AID 652106; Potency, µM (highest dose often 46.1 µM), without a hit: at the highest dose growth rescue (activation), hits mostly activators; 0.14% of 370,000 active; note: potency is the fitted concentration of half-maximal effect; % of control where 0% means no effect; nearly all actives have a fitted effect of over 65% in size
#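 Rescue of yeast growth: cells expressing toxic alpha-synuclein, induced in galactose at OD600 0.02, incubated with compound 24 h at 30 C. ATP luminescence quantified growth; inhibitors of toxicity appear as activators.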
# FUS yeast rescue: rescues growth of FUS-expressing yeast; S. cerevisiae FUS-expressing, growth rescue, OD600, 24 h; Potency, µM (highest dose often 76.6 µM), for inactives: at the top dose growth rescue (activation), hits mostly activators; 0.24% of 390,000 active;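 note: potency is the fitted concentration of half-maximal effect; plate controls were DMSO vehicle for no effect and reference control for full effect; nearly all actives have a fitted effect of over 55% in size; some results filed as inactive show a strong effect at the top dose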
#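 Quantitative HTS measuring growth restoration of FUS-toxic yeast. Galactose-induced cells (OD 0.005) were exposed 24hr at 30C to compounds at several concentrations, then absorbance at 600 nm was recorded.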
# EPAC2 antag: blocks human EPAC2 exchange factor; 0.18% of 360,000 active; Q8WZA2; Potency, µM (titrated, usually from 114 µM), for inactives: at the highest dose activity, negative = inhibition, hits mostly inhibitors; EPAC2 GEF exchange of Rap1B-BODIPY-GDP, fluorescence; note: potency is the fitted concentration of half-maximal effect; % is set by controls: 0 for no effect and ±100 for the full control effect; nearly all actives have a fitted effect of over 45% in size; many of its hits are not listed in these tables
# TDP43 rescue: inhibitors of TDP-43 toxicity in yeast. TDP-43 expressing yeast growth rescue, BacTiter-Glo, 24 h. Potency, µM (doses to about 46.1 µM), inactives show top-dose growth rescue (activation), hits mostly activators. 1.8% of 410,000 active. AID 652104; note: potency is the fitted concentration of half-maximal effect; % of control where 0% means no effect; nearly all actives have a fitted effect of over 50% in size
#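 Luminescence from BacTiter-Glo reports growth of TDP-43-expressing yeast after 24 hr at 30 deg C with compound. Cells were raffinose-pregrown to mid-log, then seeded in galactose medium at OD600=0.02.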
# Numbers without * were called inactive; u = inconclusive; x = no result given; [ ] = dose if it differs, or a comment. Unless noted, calls come from the whole dose curve; as a rule, active = well fitted curve in the direction sought with a large enough effect; inconclusive = small, poorly fitted or top-dose-only effect, or another doubt; inactive = no such curve, though single readings can be large; an effect the other way counts as inactive or inconclusive.
item	smiles	EPAC2 ag	Abeta rescue	DRD3 antagonist	DRD3 agonist	aSyn yeast inh	FUS yeast rescue	EPAC2 antag	TDP43 rescue
1	CC(=O)Nc1ccc(S(=O)(=O)N(C)CC(=O)N/N=C/c2ccc(C(=O)O)cc2)cc1	0%	-7%	-17	3	20%	-16%	6%	2%
2	O=C(c1cccc(F)c1)N1CCN(S(=O)(=O)Cc2ccccc2)CC1	2%	15%	-6	5	5%	-35%	-12%	0%
3	CS(=O)(=O)N1CCN(Cc2ccc(C(F)(F)F)cc2)CC1	3%	-1%	-27	-1	2%	-8%	-3%	-3%
4	CCOC(=O)c1ccc(NC(=O)c2cn3c4c(ccc(Cl)c4c2=O)OC(C)C3)cc1 (stereo unspecified)	x	1%	x	-5	x	-7%	x	-1%
5	Cc1ccc2nc(C(=O)O)c(C(=O)O)nc2c1	8%	-25%	-9	10	-3%	7%	-3%	-16%
6	CCCCOc1cccc(/C=N/NC(=O)c2csc(C)c2C)c1	-5%	24%	17	1	6%	19%	-14%	13%
7	O=[N+]([O-])c1ccc(N2CCN(S(=O)(=O)c3cnc[nH]3)CC2)cc1	5%	-2%	0	1	-1%	-5%	9%	1%
8	Cc1cc2ccccn2c1C(=O)Nc1cccc(Cl)c1	7%	-18%	-15	-9	-4%	41%	-11%	-13%
9	NCCCC[C@H]1CNC(=O)C(=O)N1CCc1cc(C(F)(F)F)cc(C(F)(F)F)c1	5%	-8%	10	13	-4%	-18%	4%	17%
10	CC1(C(=O)NCCC(F)(F)F)Cc2c(-c3cccc(C(F)(F)F)c3)ccnc2O1 (stereo unspecified)	6%	2%	6	3	6%	20%	-10%	29%
11	CCCN(CC(=O)Nc1ccccc1C)C(=O)C1CC(=O)N(Cc2ccccc2)C1 (stereo unspecified)	9%	2%	-12	-13	-14%	1%	-1%	-16%
12	CCN1CCN(C(=O)C2CCCN(S(=O)(=O)c3ccc(OC)c(OC)c3)C2)CC1 (stereo unspecified)	12%	-10%	1	10	-2%	-26%	-5%	-14%
13	O=C(C1CC(=O)N(c2ccc3c(c2)OCCO3)C1)N1CCN(c2ccccc2O)CC1 (stereo unspecified)	11%	18%	26	2	0%	u	0%	-5%
14	CCC(c1nnnn1C1CCCC1)N(Cc1cccs1)Cc1cc2cccc(C)c2[nH]c1=O (stereo unspecified)	-3%	20%	0	-4	5%	u	-4%	1%
15	NS(=O)(=O)c1ccc(NC(=S)NCc2ccccc2)cc1	-3%	9%	-12	0	-17%	x	-2%	6%
16	CCOC(=O)c1cc(-c2cc(OC)c(OC)c(OC)c2)nc2c1c(=O)[nH]c(=O)n2Cc1ccccc1	1%	-6%	-21	-1	6%	-5%	2%	-3%
17	Cc1ccc(Nc2cnn(C34CC5CC(CC(CC(=O)O)(C5)C3)C4)c(=O)c2Cl)cc1C	3%	-19%	2	11	0%	u	8%	5%
18	COc1ccc(C2CC3(O)NC(=O)C(C#N)(C3C)C2(C#N)C#N)cc1 (stereo unspecified)	4%	9%	20	2	1%	-6%	-1%	21%
19	Cc1cc2c(cc1C)-n1nnnc1C(N1CCCC1)C(=O)N2 (stereo unspecified)	2%	-9%	30	9	-1%	-5%	1%	-2%
20	c1csc(C2=NNC(=NC3CCCCC3)SC2)c1	12%	5%	2	-7	-3%	27%	7%	-20%
21	CC1(C)C(=O)OC(C(=O)c2ccccc2)C(C)(C)C1=O (stereo unspecified)	2%	13%	5	3	-1%	x	9%	13%
22	CC1(C)c2ccccc2N(CC(N)=O)C12C=Cc1ccccc1O2 (stereo unspecified)	-1%	21%	-8	5	5%	-4%	18µM*	-18%[1.82 µM]
23	CCCCOc1ccc(CNC(=O)c2ccc3c(c2)N(C)C(=O)C2CCCCN32)cc1 (stereo unspecified)	x	-4%	x	-29	x	u	x	0%
24	CCc1ccc2nc(/N=C(\N)NC(=O)c3ccccc3)nc(C)c2c1	6%	-9%	6	-1	-12%	-16%	-28%	u
25	Cc1ccn2c(NC3CCCCC3)c(C)nc2c1	6%	-21%	u	1	-11%	18%	17%	-7%
26	Cc1ccc(C(=O)NCC(=O)Nc2ccc3c(c2)CCC3)cc1C	7%	4%	-14	-21	-2%	16%	-22%	-4%
27	Cc1ccc(NC(=O)COC(=O)c2ccc([N+](=O)[O-])s2)c(C)c1	5%	12%	-12	-4	-1%	5%	6%	9%
28	NNC(=O)c1ccc(COc2ccc3ccccc3c2)cc1	3%	-19%	33	5	-7%	23%	-8%	16µM*
29	NS(=O)(=O)c1ccc(CNC(=O)Cc2ccccc2F)cc1	6%	3%	28	6	-1%	22%	8%	x
30	CCCCN1C(=O)C(CC(=O)NCc2ccco2)CC(C(=O)N(C)C)=C1C (stereo unspecified)	0%	6%	3	2	5%	0%	2%	22%
31	CCOc1ccc(/C=N/NC(=O)c2nnn(-c3nonc3N)c2CN2CCC(C)CC2)cc1	-1%	-7%	-3	11	2%	14%	-5%	-2%
32	CCOc1cc(C=C(C#N)C#N)ccc1Oc1ccc([N+](=O)[O-])cn1	-5%	11%	13	4	5%	-6%	-14%	-2%
33	N#Cc1ccsc1NC(=O)C1CCCN1S(=O)(=O)c1cccs1 (stereo unspecified)	18%	-4%	-7	7	-2%	11%	-15%	-11%
34	Cc1ccc(NC(=O)C2CCN(c3ncnc4c3nc3n4CCCCC3)CC2)cc1Cl	8%	-7%	-24	2	6%	15%	3%	-15%
35	CCN(CC(=O)Nc1ccc(C(=O)Nc2ccc(OC)cc2)cc1)Cc1nc2ccccc2c(=O)[nH]1	-1%	-4%	0	-14	-2%	-10%	13%	9%
36	COC(=O)[C@@H](Cc1c[nH]c2ccccc12)NC(=O)CCC(=O)c1ccc(F)cc1	5%	11%	-22	-1	1%	9%	-7%	-4%
37	CC(NC(=O)c1ccc2c(c1)CCN2S(=O)(=O)c1ccccc1)c1ccccc1 (stereo unspecified)	x	5%	x	3	x	u	x	19%
38	CCOCCCN(C(=O)Cn1nnc2ccccc21)C(C(=O)NCc1ccco1)c1ccncc1 (stereo unspecified)	1%	-13%	-16	-2	6%	11%	7%	5%
39	Cc1ccc(Cl)cc1N1CCN(C(=O)COCc2cc(-c3ccc4c(c3)OCO4)on2)CC1	x	9%	x	8	x	38%	x	u
40	COc1ccc(C(CNC(=O)C2CCN(S(=O)(=O)c3ccc(F)cc3)CC2)N(C)C)cc1 (stereo unspecified)	11%	-10%	6	-10	-2%	19%	-5%	0%
41	COc1cccc(N2C(=O)C3CC=C(Cl)CC3C2=O)c1 (stereo unspecified)	-4%	-2%	7	-4	-6%	37%	17%	0%
42	CN1CCN(NS(=O)(=O)c2cccs2)CC1	10%	3%	-21	1	4%	x	4%	17%
43	CCOc1ccc(NC(=O)[C@@H]2CCCN2C(=O)c2cccs2)cc1S(=O)(=O)N1CCCCC1	1%	3%	u	1	4%	x	0%	15%
44	CCN1C(=O)C(CC(=O)Nc2c(C)cccc2C)SC1=Nc1ccc(S(N)(=O)=O)cc1 (stereo unspecified)	3%	23%	17	-4	-1%	7%	-4%	3%
45	CCCOc1cccn2c(N(C)C(=O)c3ccccc3F)c(CC)nc12	-1%	-14%	-72*	-9	-2%	-9%	8%	7%
46	Cc1ccc(S(=O)(=O)NCCc2nnc3ccc(SCC(=O)Nc4nc(C)cs4)nn23)cc1	15%	-5%	-28	-6	1%	1%	-1%	-7%
47	CCCCOc1ccc(S(=O)(=O)NCc2csc(-c3ccc(OC)cc3)n2)cc1	x	-9%	x	-6	x	-19%	x	23%
48	O=C(CSc1nnc(-c2cccnc2)s1)Nc1ccccc1	15%	-1%	-8	0	-1%	8%	4%	-14%
49	CC(=O)OC(C(=O)Nc1nncs1)c1ccccc1 (stereo unspecified)	-4%	-14%	0	-10	u	-8%	5%	-11%
50	CCOC(=O)c1c(C)[nH]c(C)c1S(=O)(=O)NCC(=O)N1CCN(c2ccccc2OC)CC1	x	-11%	x	-10	x	14%	x	11%

# More structures:
item	smiles	EPAC2 ag	Abeta rescue	DRD3 antagonist	DRD3 agonist	aSyn yeast inh	FUS yeast rescue	EPAC2 antag	TDP43 rescue
51	COc1ccc(C(=O)C2CCCN(C(=O)c3cc(C)nc(C)n3)C2)cc1OC (stereo unspecified)	2%	-20%	30	4	8%	2%	8%	-6%[0.397 µM]
52	Cc1ccc(C(=O)O)cc1-n1c(=O)n(Cc2ccccc2)c(=O)c2[nH]cnc21	4%	-15%	12	6	1%	4%	3%	-19%
53	O=c1c2ccccc2ncn1CCOCCOc1cccc(Br)c1	13%	9%	-17	1	0%	12%	2%	24%
54	COc1cccc(-c2nnc(SC(C(=O)c3c[nH]c4ccccc34)c3ccccc3)n2C)c1 (stereo unspecified)	14%	-11%	6	-1	-3%	19%	1%	-22%
55	O=C(Cn1cnc([N+](=O)[O-])c1)Nc1cc(Oc2ccc(Cl)cc2Cl)cc([N+](=O)[O-])c1	10%	4%	0	-6	-19%	u	2%	-6%
56	Clc1ccccc1Cn1nnc2c(N3CCCC3)ncnc21	6%	-1%	23	3	6%	-6%	-5%	u
57	Cc1cc(C(=O)N/N=C2\CCCC(=O)C2)c2ccccc2n1	7%	0%	1	1	-8%	x	7%	11%
58	CCC1=Nc2cc(C(=O)NCc3ccccc3OC)ccc2Sc2ccc(Cl)cc21	x	12%	x	8	x	u	x	u
59	COc1cc(F)ccc1-c1csc(C(C)(O)c2ccc(F)c(F)c2)n1 (stereo unspecified)	20%	-70%[inhibitor]	15	4	-65%[inhibitor]	20%	-16%	-90%[inhibitor]
60	CN(CC(=O)O)S(=O)(=O)c1ccc2[nH]c(=O)c(=O)[nH]c2c1	6%	-4%	17	3	1%	-18%	3%	-1%
61	CCOCCCn1c(=N)c(C(=O)NCc2cccnc2)cc2c(=O)n3cc(C)ccc3nc21	x	-9%	x	6	x	-14%	x	12%
62	COc1ccc(CNC(=O)CSc2n[nH]c(N)n2)cc1	2%	-16%	12	3	-1%	-7%	-1%	-14%

# Quoted at random: two entries already listed
item	smiles	EPAC2 ag	Abeta rescue	DRD3 antagonist	DRD3 agonist	aSyn yeast inh	FUS yeast rescue	EPAC2 antag	TDP43 rescue
6	CCCCOc1cccc(/C=N/NC(=O)c2csc(C)c2C)c1	-5%	24%	17	1	6%	19%	-14%	13%
4	CCOC(=O)c1ccc(NC(=O)c2cn3c4c(ccc(Cl)c4c2=O)OC(C)C3)cc1 (stereo unspecified)	x	1%	x	-5	x	-7%	x	-1%

# Only part of the results is shown. The share of hits here may be higher or lower than overall.
